# Screening results: PubChem, Emory University Molecular Libraries Screening Center
# 14-3-3g Raf = 14-3-3 gamma protein interaction modulation; P61981; FP, 14-3-3gamma / TMR-pS259-Raf peptide binding; inhibition, % at 40 µM; 0.19% of 160,000 active; in the data active = inhibition above about 30%;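 note: 0% = protein plus tracer without compound and 100% = blank with tracer alone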
# Target sequence (P61981 whole entry, looked up): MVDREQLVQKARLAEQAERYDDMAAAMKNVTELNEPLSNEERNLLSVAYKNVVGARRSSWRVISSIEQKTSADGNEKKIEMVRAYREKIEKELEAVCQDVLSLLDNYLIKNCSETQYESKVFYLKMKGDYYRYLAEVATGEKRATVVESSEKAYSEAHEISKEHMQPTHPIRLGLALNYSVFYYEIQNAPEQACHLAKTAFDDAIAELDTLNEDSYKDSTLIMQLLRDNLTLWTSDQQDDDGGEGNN
# * hit, by the source's call; & = joins results of further samples. Only part of the results is shown; rates above refer to the full screens.
compound,14-3-3g Raf
CCc1c(C)[nH]n(-c2ccc(Oc3ccccc3)c(S(=O)(=O)O)c2)c1=O,-3.9
COc1ccc(S(=O)(=O)CC(SC#N)c2ccccc2)cc1 (centres undefined),-6.8
CC(=O)c1ccc(N2CCN(C(=O)Cc3c(C(=O)O)[nH]c4ccccc34)CC2)cc1,3.9
COc1ccc(C(=O)N2CCC(C(=O)O)CC2)cc1OC,4.0
COC(=O)c1cccc(S(=O)(=O)Nc2ccc(Br)cc2)c1,0.3
Cc1cccc(CN2CCC(CNC(=O)c3cn(C4CCCC4)c(=O)c4c3c3ccccc3n4C)CC2)c1,-7.7
CC(=O)N(C1=C(N(C)C)C(=O)c2ccccc2C1=O)c1ccc(F)cc1,-6.6
Cc1ccc(C2CC(=O)C3=C(C2)Nc2ccccc2NC3c2ccc(C(C)C)cc2)cc1 (centres undefined),-13.6
O=C1[C@@H]2C(Cc3ccc(O)cc3)NC3(C(=O)Nc4ccc(F)cc43)[C@@H]2C(=O)N1c1ccc(F)cc1 (some centres undefined),-18.4
CN1CCN(CC(=O)Nc2ccc(OC(F)(F)Cl)cc2)CC1,-2.4
COc1ccc(N2C(=O)CSC2c2ccccc2C(F)(F)F)cc1Cl (centres undefined),4.6
O=C1CC(Sc2nc3ccccc3s2)C(=O)N1c1ccccc1 (centres undefined),-21.6
COc1cc(C(=O)Nc2ccc(-c3nc4ccccc4s3)cc2)cc(OC)c1OC,-14.7
Cc1ccc(Cc2c(C)nc3c(C(=O)NCc4cccnc4)cnn3c2C)cc1,-5.0
COc1ccc(NC(=O)C2CCN(S(=O)(=O)c3cccc4cccnc34)CC2)cc1,10.5

# Given with values ahead of the structure: entries from further up
14-3-3g Raf | Compound
-13.6 | Cc1ccc(C2CC(=O)C3=C(C2)Nc2ccccc2NC3c2ccc(C(C)C)cc2)cc1 (centres undefined)
-18.4 | O=C1[C@@H]2C(Cc3ccc(O)cc3)NC3(C(=O)Nc4ccc(F)cc43)[C@@H]2C(=O)N1c1ccc(F)cc1 (some centres undefined)
-2.4 | CN1CCN(CC(=O)Nc2ccc(OC(F)(F)Cl)cc2)CC1

# Other records follow.
compound,14-3-3g Raf
COC(=O)[C@H](CCSC)NC(=O)Nc1cc(C)ccc1C,2.8
CCOC(=O)C1=CN(c2ccc(C)cc2)C=C(C(=O)OCC)C1c1ccccc1F,4.7
O=C(CC1Sc2ccccc2NC1=O)Nc1ccc(OC(F)F)cc1 (centres undefined),6.5
Cc1ccc(C2=NN(CC(=O)NCc3ccc(F)cc3)C(=O)CC2)cc1,-8.4
O=C(c1cccc(F)c1)N1CCN(c2cccc(C(F)(F)F)c2)CC1,-0.3
NS(=O)(=O)c1ccc(NC(=O)COC(=O)CN2C(=O)c3ccccc3C2=O)cc1,2.4
COCc1cc(C)nc(SCC#N)c1C#N,-12.2
CC1=C(C(N)=O)C(c2ccncc2)n2nc(-c3ccccc3Cl)nc2N1 (centres undefined),-4.8
CCOc1ccccc1N(CC(=O)NCC1CCCO1)C(=O)CCC(=O)Nc1ccccn1 (centres undefined),0.8
CCN(CC)c1ccc(NC(=O)c2ccc(Br)o2)c(C)c1,3.5
COc1ccc(-c2noc(CSc3nnc(Cc4ccccc4)n3-c3cccc(C)c3)n2)cc1OC,-12.2
Cc1ccccc1Nc1nc(N)nc(CN2C(=O)NC3(CCCCC3C)C2=O)n1 (centres undefined),2.2
COc1ccc(C2NC(C(=O)O)CS2)cc1OC (centres undefined),0.8
Nc1ccc(S(=O)(=O)NC(=O)c2ccccc2)cc1,8.7
COc1ccc(Cn2nnnc2C(c2ccncc2)N2CCOCC2)cc1 (centres undefined),-9.0
C=CCn1c(SCC(=O)NCc2ccco2)nnc1-c1ccc2ccccc2n1,6.3&-7.9
COC(=O)c1c(NC(=O)C(C)Oc2cccc(Cl)c2)sc2c1-c1ccccc1CC2 (centres undefined),-8.4
O=C(Nc1ccc2oc(-c3ccc(Br)cc3)nc2c1)c1cc([N+](=O)[O-])ccc1Cl,-8.3
CCOC(=O)c1c(N)n(C2CC2)c2nc3ccccc3nc12,-13.3
CC1CCc2cc(F)cc3c(O)c(C(=O)NCCCN(C)C)c(=O)n1c23 (centres undefined),-7.3
COc1ccc(CNC(=O)c2cc3cc4ccc(OC)cc4nc3s2)c(OC)c1,1.3
CCCCCOC(=O)C1=C(C)NC2=C(C(=O)CC(C)(C)C2)C1c1ccc(OC)cc1OC (centres undefined),3.4
CCN(c1ccc(F)cc1)S(=O)(=O)c1ccc2[nH]cc(C(=O)NCCN(C)C)c(=O)c2c1,-5.0
CCOc1ccccc1-n1c(N)c(C(N)=O)sc1=S,-0.7
Cc1nnc(NC(=O)c2ccncc2)s1,6.9
CSC1=NC(NCCCO)c2c(sc3c2CC(C)(C)OC3)N1 (centres undefined),-10.4
O=C(c1cc(-c2ccc(Cl)cc2)nc2ccccc12)N1CCN(c2ncccn2)CC1,-10.1
CCCCNC(=O)c1ccc2c(=O)n(Cc3ccc4c(c3)OCO4)c(=S)[nH]c2c1,0.5
CCc1ccc(-c2ccc(C(=O)O)cc2)nc1,-10.3
COCC(C)NC(=O)c1cc(-c2ccc(OC)c(OC)c2)on1 (centres undefined),0.4&5.2
CC(=O)N(Cc1ccc2c(c1)OCO2)C1CC(=O)N(CCc2ccccc2)C1=O (centres undefined),-0.4
COc1cc(OC)cc(-c2n[nH]c(=S)n2-c2ccc(F)cc2)c1,-5.7
Cc1cc(NS(=O)(=O)c2ccc(NC(=O)CN3C(=O)c4ccccc4C3=O)cc2)nc(C)n1,-5.7
CCOC(=O)c1ccc2[nH]c(C)c(CN3CCN(C)CC3)c(=O)c2c1,1.2
COc1ccccc1C1C=C(c2ccc(Br)cc2)Nc2nnnn21 (centres undefined),0.5
COc1ccc(N/C(=N\c2nc(C)cc(C)n2)NC(=O)c2ccccc2)c(OC)c1,-8.0
CCC(C)(C)NC(=O)CN(C(=O)CCC(=O)Nc1cc(C)ccn1)c1ccc2c(c1)OCO2,-3.1
CC(NC(=O)CSc1nc2ccc(N=Cc3ccccc3O)cc2s1)c1ccccc1 (centres undefined),-12.0
Cn1c(=O)c2c(SCc3ccccn3)nc(-c3ccccc3)nc2n(C)c1=O,0.2
CCCn1c(=O)c(C(=O)NCc2ccccn2)c(O)c2ccccc21,-6.0
O=C1c2cccc3cccc(c23)C(=O)N1CC1CCN(C(=O)C23CC4CC(CC(C4)C2)C3)CC1,0.3
CCOCCCNC(=O)CN1CCN(Cc2ccccc2C)C1=O,4.3
CCc1nnc(NC(=O)c2ccc(C)c([N+](=O)[O-])c2)s1,-2.8
CC(C)(C)c1ccccc1OCC(=O)Nc1ncn[nH]1,-1.2
CC(=O)Oc1cccc(C(=O)Nc2cccc(-c3nc4ccccc4[nH]3)c2)c1,-6.7

# Single entries from the results shown.
# Reading of Cc1cc(NS(=O)(=O)c2ccc(NC(=O)CN3C(=O)c4ccccc4C3=O)cc2)nc(C)n1 under 14-3-3g Raf: -5.7
# Reading of CC(=O)Oc1cccc(C(=O)Nc2cccc(-c3nc4ccccc4[nH]3)c2)c1 under 14-3-3g Raf: -6.7
# Reading of CC(C)(C)c1ccccc1OCC(=O)Nc1ncn[nH]1 under 14-3-3g Raf: -1.2
# Reading of CC(=O)N(Cc1ccc2c(c1)OCO2)C1CC(=O)N(CCc2ccccc2)C1=O (centres undefined) under 14-3-3g Raf: -0.4
# Reading of CCOCCCNC(=O)CN1CCN(Cc2ccccc2C)C1=O under 14-3-3g Raf: 4.3

# Given with each value named: 2 of the compounds above.
Cc1cc(NS(=O)(=O)c2ccc(NC(=O)CN3C(=O)c4ccccc4C3=O)cc2)nc(C)n1
  14-3-3g Raf = -5.7

CCOC(=O)c1ccc2[nH]c(C)c(CN3CCN(C)CC3)c(=O)c2c1
  14-3-3g Raf = 1.2

# Carrying on:
compound,14-3-3g Raf
CCCCn1c(=O)cc(O)c2ccccc21,-6.9
CSc1nc(NCC(C)C)nc(N2CCOCC2)n1,-0.5
COc1cc(C(=O)N2CCC(Cc3ccccc3)CC2)c([N+](=O)[O-])cc1OC,-14.4
Cc1ccc(OCC(O)CN2C(C)CCCC2C)cc1C (centres undefined),-0.2
COc1ccccc1N1C(=O)C2C3C=CC(C3)C2C1=O (centres undefined),-1.2&-7.3
C/C(N)=C(/C#N)C(=O)COc1ncnc2ccc(Br)cc12,-6.1
COc1ccc2[nH]c(=O)c(C(c3nnnn3CC3CCCO3)N3CCc4ccccc4C3)cc2c1 (centres undefined),-0.1
CC(C)C(NC(=O)C1CCCCC1)C(=O)NCc1ccccn1 (centres undefined),-8.0&-5.2
O=C(Nc1cccnc1)C1c2ccccc2C(=O)N2CCc3ccccc3C12 (centres undefined),3.2
COc1cccc2c1OC1(C)CC2N(C(=O)c2cccc([N+](=O)[O-])c2)C(=S)N1c1ccccc1 (centres undefined),6.1
CN(C)c1ccc(-c2nc3cnccn3c2NC2CCCC2)cc1,-3.1
CCCOc1ccccc1N/C(N)=N/c1nc(C)cc(C)n1,-6.8
CCN1CCCC1CNC(=O)c1cc(NC(C)=O)c(N(C)C)cc1OC (centres undefined),-9.1
Cc1ccc(C)c(NC(=O)C2CCCN2C(=O)OC(C)(C)C)c1 (centres undefined),-3.9
Cc1ccc(N2C(=O)c3cccnc3C2=O)c(C)c1,-5.0
Cc1cc(C)c(S(=O)(=O)NCC2CCC(C(=O)NC3CCC(C)CC3)CC2)c(C)c1 (centres undefined),-3.1
Cc1c(C(=O)NCCN2CCOCC2)sc2ncn(CC(=O)Nc3cccc(C(F)(F)F)c3)c(=O)c12,-6.3
Cc1occc1-c1nnc(SCC(=O)NCc2ccc3c(c2)OCO3)n1CC(C)C,-2.5
O=C(Cn1nc(-c2ccccc2)nc1-c1ccccc1)N1CCOCC1,-0.4
COc1cc2c(cc1C(F)(F)F)N(C(=O)Nc1cc(F)cc(-c3cccnc3)c1)CC2,-2.2
CN(C)S(=O)(=O)N(CCN1CCOCC1)Cc1ccccc1F,-5.9
O=C(NC1CCN(Cc2ccccc2)CC1)c1ccccc1F,5.6
CN(C)CCCNS(=O)(=O)c1cc(Cl)ccc1Cl,-8.9
O=C(NCCCN1CCCC1)C1CCN(C(=O)c2cc3sccc3n2Cc2ccc(F)cc2)CC1,-4.3
Cc1oc(-c2ccc(Cl)cc2)nc1CN1CCC(C(=O)NCCCN2CCCC2=O)CC1,-1.6
CC(C)C1CC(O)(C2(O)CCCCC2)ON1 (centres undefined),-4.7
COc1ccc(C2C(C(C)=O)=C(O)C(=O)N2CCO)c(OC)c1 (centres undefined),-7.2
COc1cc(CNC2CCCCCC2)cc(OC)c1OC,-14.2
CC(C)c1ccc(NC(=O)c2cc(S(=O)(=O)NCc3ccccc3)ccc2F)cc1,-4.8
O=C(O)CN1C(=O)c2ccc(Oc3cccc4c3C(=O)N(CC(=O)O)C4=O)cc2C1=O,-4.7
Cc1ccc(N2C(N)=NC(N)=NC23CCCCC3)cc1,-26.9
COc1ccc2[nH]c(C)c(C(=O)CN3CCN(C(=O)c4ccco4)CC3)c2c1,-3.6
CCOC(=O)c1c(-c2ccco2)csc1NC(=O)C1C2CCC(C2)C1C(=O)O (centres undefined),-208.8
Cc1ccc(-c2nc3cc(Cl)ccc3o2)cc1N,-47.1
NC(=O)C1CCN(C(=O)c2cc3ccccn3n2)CC1,-0.7
CCCC(=O)Nc1ccc(Cl)c(NC(=O)c2ccco2)c1,4.3
COc1cccc(CN2CCN(c3ncccn3)CC2)c1,-9.8
Cc1ccc(NC(=O)c2oc3ccc(S(=O)(=O)N4CCCCC4)cc3c2C)cc1C,-0.8
COc1cc2c(cc1OC)CN(C(=O)CSc1nc3[nH]ncc3c(=O)n1-c1ccccc1)CC2,-3.1
COc1ccc(NC(=O)c2cc3ccccc3cc2OC)cc1OC,-15.5
COc1ccc(Nc2ncc(C(=O)Nc3cccc(Cl)c3)c3ccccc23)cc1,-24.5
CC(=O)c1ccc(NC(=O)CSc2nnc(-c3cccnc3)n2Cc2ccccc2)cc1,-5.1
CCOC(=O)C1=C(C)NC2=C(C(=O)CC(c3ccc(OC)c(OC)c3)C2)C1c1cccc([N+](=O)[O-])c1 (centres undefined),-13.3
Cc1cccc2cc(C(c3nnnn3CC3CCCO3)N3CCCC4(CCCCC4)C3)c(=O)[nH]c12 (centres undefined),-9.1
O=C(NCc1ccc(F)cc1)c1cc2nc(-c3cccs3)cc(C(F)(F)F)n2n1,5.8
Cc1ccc(C)n1-c1cc(C(=O)O)ccc1Cl,-50.1
CCOCCCNC(=O)c1ccc2c(c1)nc(C)n2-c1cc(C)cc(C)c1,-14.1
COC(=O)C1=CN(CC23CC4CC(CC(C4)C2)C3)C=C(C(=O)OC)C1c1ccccc1OC(C)C,0.4
CCCCC(=O)Nc1nnc(SCC(=O)N2CCN(c3ccccc3OC)CC2)s1,2.9
Cc1nc2sc3c(c2c2nnc(SCC(=O)NCc4ccco4)n12)CCCC3,-4.8
O=C(Nc1cc(Cl)ccc1O)c1cc2n(n1)C(C(F)(F)F)CC(c1ccc3c(c1)OCO3)N2 (centres undefined),-0.5&-11.2
COc1cc2c(cc1OC)C(COc1ccc([N+](=O)[O-])cc1)N(C(=O)c1ccccc1OC)CC2 (centres undefined),-9.0
Cc1ccc(C(=O)c2cc3c(cc2N)OCCO3)cc1,-1.1
CCn1cc(C(=O)Nc2ccc(S(N)(=O)=O)cc2)c(=O)c2ccc(C)nc21,-2.1
COC(=O)c1ccc2c(=O)n(CCC3=CCCCC3)c(SCc3cccnc3)nc2c1,6.8
Cc1nn(-c2ccccc2)c(C)c1C(=O)OCC(=O)c1c(N)n(CC(C)C)c(=O)n(C)c1=O,-4.1
COc1cccc(CSc2nnc(-c3ccc(F)cc3)o2)c1,4.7
Cc1ccc(-n2ncc3c(=O)n(CC(=O)Nc4cccc(Cl)c4)cnc32)cc1C,0.6
O=C(NCc1ccc(Cl)cc1)c1cc2nc(-c3cccs3)cc(C(F)(F)F)n2n1,0.5
Cc1ccccc1-c1ncnn1-c1sc2c(c1C#N)CCCCC2,6.4
COc1cccc(NC(=O)c2cc(S(=O)(=O)NCc3ccccc3)ccc2F)c1,-13.0
CCOc1cccc(C(Nc2ccccn2)c2ccc3ccc(C)nc3c2O)c1 (centres undefined),5.7
COc1cccc(C(=O)Nc2c3c(nn2C(C)(C)C)CS(=O)(=O)C3)c1,-4.7
